FN deposition inh – fibronectin deposition inhibition; AH1F fibroblasts, Alexa488-fibronectin deposition fluorescence, overnight; inhibition, % at 12.6 µM; actives 0.086% (n = 350,000); AID 743247;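 active = mean inhibition across replicates of 30% or more, regardless of how many single replicates reach that level; inconclusive = mean under 30% yet at least half of replicates reach 30%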;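 also: positive control wells lacked labelled fibronectin entirely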
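Material: AH1F fibroblast monolayer depositing Alexa488-labelled fibronectin into matrix | Input: 10000 AH1F cells/well | Medium: DMEM plus 2% serum, read in PBS | Reagent: Alexa488-fibronectin, 24 nM final in well | Compound dosing: One dose per compound, pinned | Schedule: 1 h adhesion, overnight exposure | Measured by: Fluorescence at 485 nm excitation, 525 nm emission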
GSIS activator – GLuc luminescence reporter in INS-1E cells, primary screen for activators of glucose-dependent secretion of insulin | INS-1E GLuc reporter insulin secretion, 2-3 h | activation, % at 16.6 µM | actives 0.61% (n = 370,000) | AID 743287;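 active = lowest replicate activation of at least 40%, so every replicate reaches that level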;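 also: 0% = median of neutral control wells and 100% = median of IBMX positive control wells; some compounds called inactive have numbers as strong as hits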
miR122 inh – inhibitors of miR-122 in Huh7 cells; Huh7 miR-122 Renilla luciferase sensor, 48 h; neutral wells = 0, positive control = 100; activation (reporter increase), % at 12.5 µM; actives 0.3% (n = 340,000);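 active = mean replicate activation score at least 90 and every replicate individually at or above 90; inconclusive = only one of the two criteria met; inactive = neither criterion met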;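 also: higher luciferase means less miR-122 activity so hits act as miR-122 inhibitors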
F508del corr – correctors of CFTR F508del function in bronchial epithelial cells; CFBE cells, YFP halide quenching; stimulated with forskolin plus potentiator P3; % fluorescence drop versus neutral controls; activity (quench increase), % at 7.58 µM; actives 0.36% (n = 350,000); AID 720511;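 active = mean added fluorescence quench of at least 8% versus neutral control, with both replicates also reaching 8%; inconclusive = only one of the mean or replicate conditions met; inactive = mean below 8% and not both replicates reaching 8%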;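 also: cells transiently co-express mutant CFTR-F508del with the halide-sensitive YFP; corrector assay measuring rescue of mutant channel to the surface after 24 h compound exposure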
PglD DTNB – PglD (C. jejuni) enzyme inhibition; purified PglD enzyme, DTNB colorimetric CoA detection; inhibition, % at 12.5 µM; actives 0.098% (n = 360,000); in the data active = inhibition above about 16%, passing the limit was not always enough; inconclusive = no clear call, values can overlap the other calls; also: strong numbers were not always called active
Statin myotox sup – protects C2C12 myotubes from simvastatin toxicity | ATP luminescence, 48 h; scaled: DMSO 0, geranylgeraniol control 100 | rescue of ATP level, % at 7.49 µM | actives 0.78% (n = 330,000) | AID 602340;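 active = mean ATP rescue above about 67%, or every replicate alone reaching that limit, limit read from the data, passing the limit was not always enough; inconclusive = no clear call, values can overlap the other calls; inactive = mean under the limit and some replicate under it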;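 also: myotubes were challenged with 10 µM simvastatin during compound exposure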
Cneo AK release – causes C. neoformans cell lysis | adenylate kinase release luminescence, 4 h; normalised: neutral wells 0, clomiphene wells 100 | lysis activity, % at 15 µM | actives 0.2% (n = 360,000);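 active = mean lysis activity across replicates of at least 80%, whatever share of replicates individually reach that level; inactive = mean lysis activity below 80%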
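Schedule: static 4 h at 37 °C with compound, 1 h detection; system: C. neoformans cells; benchmarks: Clomiphene as positive control; buffer or medium: fresh YPD medium; measure: luminescence rise reflecting yeast cell lysis; measured by: luminescent adenylate kinase detection reagent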
PGC1a acetyl inh – modulators of PGC1a acetylation. U2OS PGC1a acetylation, AlphaScreen anti-acetyl-lysine; with virally co-expressed GCN5 acetyltransferase. inhibition, % at 15.6 µM. actives 0.17% (n = 350,000). AID 651687;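 active = every replicate shows inhibition of at least 40%; inconclusive = mean inhibition at least 40% but some replicate below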;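 also: 0% = neutral control wells and 100% = positive control wells; some results beyond the cut were filed as inactive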
* = called active by the depositor; & = joins results of further samples; [ ] = dose if it differs, or a comment. Random draw from the library. Share with any hit: about 2.1%.

Screening N#C[C@H]1[C@@H](c2ccccc2)[C@H](CO)N1C(=O)c1ccccc1F returned FN deposition inh -4, GSIS activator 7, F508del corr 0.3, PglD DTNB 2, Statin myotox sup -2, Cneo AK release -2 and PGC1a acetyl inh -9.
`CC12CN3CC(C)(CN(C1)C3c1ccc3ccccc3c1O)C2=O` (stereo unspecified) gave GSIS activator -29, miR122 inh -4, PglD DTNB 4, Statin myotox sup 16, Cneo AK release -1 and PGC1a acetyl inh 3.
Screening CCCc1nc(SC2CCCC2)c2c(=O)n(C)c(=O)n(C)c2n1 returned FN deposition inh 6, GSIS activator 7, F508del corr 8.1*, PglD DTNB -2, Statin myotox sup 10 and Cneo AK release 3.
O=c1oc(-c2cccs2)nc2sc3c(c12)CCC3 was read as GSIS activator 20, miR122 inh -4, PglD DTNB -1, Statin myotox sup -3, Cneo AK release 0 and PGC1a acetyl inh 11.
`Cc1c(Cl)c(C(=O)NC2CCCC2)nn1C` gave FN deposition inh -5, miR122 inh 7, PglD DTNB 1, Statin myotox sup -18, Cneo AK release 1 and PGC1a acetyl inh 5.
Screening O=C(/C=C/c1ccc(F)cc1)Nc1cc(S(=O)(=O)N2CCOCC2)ccc1N1CCCC1 returned FN deposition inh 4, GSIS activator -17, miR122 inh -9, PglD DTNB -4, Cneo AK release -2 and PGC1a acetyl inh 5.
`C(=C\c1ccc(C2[C@H]3CNC[C@@H]2N3Cc2ccccn2)cc1)/c1ccccc1` (stereo partly specified) gave FN deposition inh 0&-6, GSIS activator 0&27, F508del corr 0.3&-0.9 and PGC1a acetyl inh 9&0.
`CC(=O)Nc1ccc2c(c1)C(=O)N(C)[C@@H]1CC[C@H](CC(=O)N3CCc4ccccc4C3)O[C@@H]1CO2` gave FN deposition inh -15, GSIS activator -7, miR122 inh 0[16.7 µM], F508del corr -2.4, PglD DTNB 0, Statin myotox sup -5, Cneo AK release -4 and PGC1a acetyl inh 4.
Screening CCOC(=O)CNc1nc(Cl)nc(Nc2ccc(OC)cc2OC)n1 returned FN deposition inh -5, GSIS activator 16, miR122 inh -2, F508del corr -0.5, PglD DTNB 4, Statin myotox sup 26, Cneo AK release -1 and PGC1a acetyl inh 5.
Screening O=S(=O)(Nc1ccc2nc(-c3ccco3)[nH]c2c1)c1ccccc1 returned FN deposition inh 6, miR122 inh -4, PglD DTNB -5, Statin myotox sup -8, Cneo AK release -2 and PGC1a acetyl inh 27.
CC(C)NC(=O)Nc1cccc2c1O[C@H](CN(C)Cc1ccc(-c3ccccc3)cc1)[C@H](C)CN([C@@H](C)CO)C2=O was read as GSIS activator -19, miR122 inh -3[16.7 µM], F508del corr 4.8, PglD DTNB 1, Statin myotox sup 3 and Cneo AK release -4.
Screening CC(=O)N1[C@H](CO)[C@@H](c2ccc(C3=CCCC3)cc2)[C@@H]1CNC(=O)CN(C)C returned FN deposition inh -2, GSIS activator 4, miR122 inh -21[16.7 µM], F508del corr -0.4, PglD DTNB 0, Statin myotox sup -8, Cneo AK release -1 and PGC1a acetyl inh 4.
Screening CCOC(=O)C1CCN(C(=O)c2cccc(NC(=O)C(CC)CC)c2)CC1 returned miR122 inh 2, PglD DTNB -3, Statin myotox sup 6, Cneo AK release -3 and PGC1a acetyl inh 0.
`CO[C@H]1CN(C)C(=O)c2cccc(C#N)c2OC[C@H]2O[C@@H](CC[C@@H]2OC)CCN(C)C(=O)[C@H]1C` gave FN deposition inh -16, GSIS activator -5, F508del corr -0.2, PglD DTNB 0, Statin myotox sup 3, Cneo AK release -3 and PGC1a acetyl inh -10.
Screening COC(=O)c1ccc(COC(=O)c2ccc(-n3cnnn3)cc2)o1 returned FN deposition inh 1, miR122 inh 5, PglD DTNB -2, Statin myotox sup 0, Cneo AK release 0 and PGC1a acetyl inh -1.
CC(C)(C)OC(=O)CNC(=O)c1nc[nH]c1C(=O)N1CCN(C(=O)OC(C)(C)C)CC1 was read as FN deposition inh -3, GSIS activator -16, miR122 inh -1, F508del corr 1.3, PglD DTNB 11, Statin myotox sup 5, Cneo AK release 0 and PGC1a acetyl inh 2.
For CC(=O)c1c(C)[nH]c(C(=O)Nc2ccc(N3CCCCCC3)cc2)c1C the results were FN deposition inh -1, GSIS activator -13, miR122 inh -3, F508del corr 2.5, PglD DTNB -3, Statin myotox sup -118, Cneo AK release -3 and PGC1a acetyl inh -1.
Screening COc1ccccc1NC(=O)COC(=O)C1CC1 returned FN deposition inh -1, GSIS activator 14, F508del corr -0.4 and PGC1a acetyl inh -6.
For COc1ccc(N2C(=O)N[C@@H](Cc3ccccc3)C2=O)cc1OC the results were FN deposition inh 4, GSIS activator -6, miR122 inh -3, F508del corr 0.0, PglD DTNB -2, Statin myotox sup -2, Cneo AK release 1 and PGC1a acetyl inh -3.
Cc1cc(C)nc(Nc2cccc3ccccc23)n1 was read as FN deposition inh 0, GSIS activator 19, F508del corr -5.1, PglD DTNB -1, Statin myotox sup 10 and Cneo AK release 4.

Grouped by structure: those above with a cyano group (two)
Screening N#C[C@H]1[C@@H](c2ccccc2)[C@H](CO)N1C(=O)c1ccccc1F returned FN deposition inh -4, GSIS activator 7, F508del corr 0.3, PglD DTNB 2, Statin myotox sup -2, Cneo AK release -2 and PGC1a acetyl inh -9.
`CO[C@H]1CN(C)C(=O)c2cccc(C#N)c2OC[C@H]2O[C@@H](CC[C@@H]2OC)CCN(C)C(=O)[C@H]1C` gave FN deposition inh -16, GSIS activator -5, F508del corr -0.2, PglD DTNB 0, Statin myotox sup 3, Cneo AK release -3 and PGC1a acetyl inh -10.

Further records follow.
Cc1cccc(NC(=O)Nc2ccc3c(c2)C(=O)N(C)[C@@H]2CC[C@H](CC(=O)NCc4ccccc4Cl)O[C@@H]2CO3)c1 was read as FN deposition inh 4, GSIS activator -5, miR122 inh 8[16.7 µM], F508del corr -1.1, PglD DTNB 3, Statin myotox sup -155, Cneo AK release 1 and PGC1a acetyl inh -11.
`CCC(C)(C)NC(=O)C(c1ccc(F)cc1)N(Cc1ccco1)C(=O)c1cnccn1` (stereo unspecified) gave miR122 inh 1, PglD DTNB 5, Statin myotox sup -6 and Cneo AK release -1.
O=C(Nc1ccc(OC(F)F)cc1)c1cc[n+]([O-])cc1 was read as FN deposition inh -1, GSIS activator 2, miR122 inh -2, F508del corr -0.4, PglD DTNB -1, Statin myotox sup 5 and Cneo AK release -2.
For CCCN(C)C[C@@H]1Oc2cc(C#C[C@H](C)O)ccc2S(=O)(=O)N([C@H](C)CO)C[C@@H]1C the results were GSIS activator 7, miR122 inh 7[16.7 µM], F508del corr 2.5, PglD DTNB 1, Statin myotox sup -3, Cneo AK release -2 and PGC1a acetyl inh inconclusive.
Screening C=CCOc1ccc(/C=C2\SC(N)=NC2=O)cc1OC returned FN deposition inh 2, GSIS activator -15, miR122 inh -13, F508del corr 3.5, PglD DTNB -5, Statin myotox sup 4, Cneo AK release 2 and PGC1a acetyl inh 2.
Screening CC(C)(O)c1[nH]c2cc(C(F)(F)F)ccc2c1C(C)(C)O returned FN deposition inh 1, GSIS activator -10, miR122 inh 5, F508del corr 0.9, PglD DTNB -1, Statin myotox sup 9, Cneo AK release -2 and PGC1a acetyl inh -9.
Screening CCCC#Cc1ccc([C@@H]2[C@@H](CO)N3C(=O)CN(C(=O)c4cccnc4)C[C@H]23)cc1 returned FN deposition inh -1, GSIS activator -13, F508del corr 1.2 and PGC1a acetyl inh 12.
Screening COc1ccc(C(=O)Nc2ccc(O)c3ccccc23)cc1OC returned FN deposition inh -5, miR122 inh -4, F508del corr 0.5, PglD DTNB 4, Cneo AK release -1 and PGC1a acetyl inh 6.
Screening COC(=O)c1ccc(CN2CCC(Oc3cccc(C(=O)N4CCOCC4)c3)CC2)cc1 returned FN deposition inh -8, GSIS activator 9, F508del corr 3.9, PglD DTNB 2 and Cneo AK release -3.
Screening S=C(c1ccc(Br)cc1)N1CCCC1 returned FN deposition inh -7, GSIS activator 2, F508del corr -2.1, PglD DTNB 3, Statin myotox sup -5, Cneo AK release -1 and PGC1a acetyl inh -9.
Screening O=S(=O)(c1c(F)cccc1F)N1CCCC2CCCCC21 (stereo unspecified) returned FN deposition inh -1, GSIS activator -30, miR122 inh -2, F508del corr 2.1, PglD DTNB 0, Statin myotox sup -7, Cneo AK release 0 and PGC1a acetyl inh -5.
For O=C(NCc1cccnc1)c1ccccc1NS(=O)(=O)c1ccccc1 the results were GSIS activator 10, miR122 inh -3, F508del corr 0.3, PglD DTNB -1, Statin myotox sup -5, Cneo AK release 1 and PGC1a acetyl inh 2.
Cc1nc(NCC(c2ccccc2)N(C)C)c2c(C)c(C)sc2n1 (stereo unspecified) was read as FN deposition inh -12, GSIS activator -4, miR122 inh 3, F508del corr 0.1, PglD DTNB 1, Statin myotox sup -3 and Cneo AK release 0.
For CN(CCCCCCCCCCN(C)C(=O)Oc1cccc([N+](C)(C)C)c1)C(=O)Oc1cccc([N+](C)(C)C)c1 the results were FN deposition inh -3, GSIS activator -12, miR122 inh -5, F508del corr -4.0, PglD DTNB 7, Statin myotox sup -63, Cneo AK release 3 and PGC1a acetyl inh -10.
`Cc1nnc(N=c2ssnc2Cl)o1` gave FN deposition inh -1, GSIS activator -3, miR122 inh 5, F508del corr 4.5, PglD DTNB 2, Statin myotox sup 45, Cneo AK release 2 and PGC1a acetyl inh 4.
Screening COc1ccc(CN(C)C[C@@H]2Oc3ccc(NS(=O)(=O)c4c(C)noc4C)cc3CC(=O)N([C@H](C)CO)C[C@@H]2C)cc1 returned FN deposition inh -16, GSIS activator -1, miR122 inh 0[16.7 µM], F508del corr 0.3, Statin myotox sup -31 and PGC1a acetyl inh 5.
For CCSCCOC(=O)C1=C(C)NC(=O)NC1c1ccccc1 (stereo unspecified) the results were FN deposition inh -5, GSIS activator -15, miR122 inh -1, F508del corr 1.5, PglD DTNB 3, Cneo AK release -1 and PGC1a acetyl inh -1.
For CC(C)(C)c1csc(NNC(=O)c2ccc(Cl)cc2)n1 the results were FN deposition inh 8, GSIS activator 11, miR122 inh 2, F508del corr 0.3, PglD DTNB 7, Cneo AK release 1 and PGC1a acetyl inh 5.
`Cc1ccc(C(=O)NCC(=O)N(C)CC(=O)Nc2ccccc2Br)s1` gave FN deposition inh 2, GSIS activator 6, miR122 inh 3, F508del corr -2.0, PglD DTNB -3, Statin myotox sup 2, Cneo AK release -1 and PGC1a acetyl inh -8.
For COc1cc(C(c2c(C)[nH][nH]c2=O)c2c(C)[nH][nH]c2=O)cc(OC)c1OC the results were FN deposition inh 0, GSIS activator -3, miR122 inh -9, F508del corr -2.6 and PGC1a acetyl inh 31.
O=C1CC(c2cccnc2)c2cc3c(cc2N1)OCO3 (stereo unspecified) was read as FN deposition inh -8, miR122 inh -8, F508del corr 0.1, PglD DTNB 1, Statin myotox sup 2, Cneo AK release -3 and PGC1a acetyl inh -2.
For CCCNC(=O)c1onc(CS(=O)(=O)c2cccc(OC)c2)c1C(=O)NCCC the results were FN deposition inh -11, miR122 inh 2, F508del corr 3.3, PglD DTNB 3, Statin myotox sup -5, Cneo AK release 1 and PGC1a acetyl inh 5.
Screening Cc1ccccc1C(=O)NC(=S)Nc1ccc(Oc2ccc(Cl)cc2)cc1 returned miR122 inh -14, PglD DTNB -1, Statin myotox sup 2, Cneo AK release -2 and PGC1a acetyl inh 4.

From PubChem
